Screening results deposited in PubChem by several laboratories.
Rev-erbA mod: Rev-erb alpha (human) modulation. activity, % at 10 µM. AID 1259318. P20393. Rev-erbα–FITC-DNA binding, fluorescence polarization, 90 min. hit rate 0.79% among 370,000;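 active = activity above about 14%, limit read from the data; passing the limit was not always enough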;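 note: 0% = DMSO wells with 35 nM protein and 100% = DMSO wells with 750 nM protein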
SMARCA2 activ: increases SMARCA2 function in MMTV reporter cells; activation, % at 9.1 µM; hit rate 1% among 370,000; AID 652017; MG213 cells, MMTV-luciferase reporter, dexamethasone, overnight; in the data active = activation above about 7.8%;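 note: 0% = vehicle wells and 100% = reference activator wells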
MBD2 DNA inh: MBD2-methylated oligo binding inhibition. TR-FRET, MBD2 binding to methylated oligonucleotide. inhibition, % at 4.4 µM. hit rate 0.31% among 370,000. AID 686964; in the data active = inhibition above about 13%
PLCg1 inh: inhibitors of human phospholipase C gamma1 | P19174 | purified PLC-gamma1, fluorogenic substrate, fluorescence | inhibition, % at 12.2 µM | hit rate 0.84% among 370,000 | AID 720700; in the data active = inhibition above about 9.5%
ssDAF-12 act: S. stercoralis DAF-12 activation, primary screen; hit rate 1% among 370,000; AID 652126; activation, % at 6.8 µM; HEK293 ssDAF-12/GRIP1 lit1-tk-luc reporter, luminescence; % of 3 µM dafachronic acid response;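 active = activation above the mean over all tested compounds plus 3 SD, cut at about 0.9% in these data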;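 note: 0% = DMSO-only wells and 100% = 3 µM delta7-dafachronic acid wells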
DAX1 inh-1: blocks DAX1 repression of SF-1 activated StAR promoter; HEK293T StAR-luciferase reporter, SF-1/DAX-1 repression relief; inhibition, % at 6.8 µM; hit rate 1.1% among 370,000; AID 652010;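 active = inhibition above the mean over all tested compounds plus 3 SD, cut at about 3.6% in these data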;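 note: 0% = DAX-1 cells with DMSO and 100% = cells lacking DAX-1 with DMSO; higher inhibition means more luminescence from relief of DAX-1 repression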
hgDAF12 agonist: agonists of H. glycines DAF-12 nuclear receptor | hit rate 1.8% among 370,000 | AID 687014 | activation, % at 6.8 µM | HEK293 GAL4-hgDAF12 UAS-luciferase reporter, agonist luminescence; normalized to butyrate control;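 active = activation above a cutoff set at the mean of all screened compounds plus 3 SD, cut at about 10% in these data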;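 note: 0% = DMSO wells and 100% = sodium butyrate wells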
DAX1 inh-2: inhibitors of human orphan nuclear receptor DAX1 (NR0B1). P51843. HEK293 Gal4-DAX1 luciferase reporter, luminescence. inhibition, % at 6.75 µM. hit rate 0.99% among 340,000. AID 504766;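 active = inhibition above the mean over all tested compounds plus 3 SD, cut at about 4.2% in these data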;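 note: 0% = DAX1-transfected cells with DMSO and 100% = empty-vector control cells with DMSO; inhibition shows as a rise in luminescence from relieved DAX1 repression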
ADAM17 inh: ADAM17 inhibition, QFRET primary screen. recombinant ADAM17, EDANS/DABCYL FRET peptide cleavage. inhibition, % at 6.95 µM. hit rate 0.83% among 370,000. AID 720648;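 active = inhibition above the mean of compounds lying between control limits plus 3 SD, set per campaign, cut at about 8.5% in these data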;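 note: 0% = DMSO-only wells as the low control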
hcDAF-12 act: H. contortus DAF-12 activation, primary screen | HEK293 hcDAF-12 lit1-tk-luc reporter, luminescence; 0% DMSO, 100% Δ7-dafachronic acid | activation, % at 6.8 µM | hit rate 1.4% among 370,000 | AID 652067;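 active = activation above the mean of all tested compounds plus 3 SD, cut at about 5.5% in these data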;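 note: 100% = response to 3 µM Δ7-dafachronic acid high control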
PLC-beta3 inh: PLC-beta3 (human) inhibition, primary screen | Q01970 | Purified PLC-beta3, fluorogenic substrate, fluorescence | inhibition, % at 12.2 µM | hit rate 0.18% among 370,000 | AID 720704; in the data active = inhibition above about 11%;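 note: 0% = median of compound wells on plate and 100% = full blocker control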
Target sequence (Q01970 whole entry, looked up): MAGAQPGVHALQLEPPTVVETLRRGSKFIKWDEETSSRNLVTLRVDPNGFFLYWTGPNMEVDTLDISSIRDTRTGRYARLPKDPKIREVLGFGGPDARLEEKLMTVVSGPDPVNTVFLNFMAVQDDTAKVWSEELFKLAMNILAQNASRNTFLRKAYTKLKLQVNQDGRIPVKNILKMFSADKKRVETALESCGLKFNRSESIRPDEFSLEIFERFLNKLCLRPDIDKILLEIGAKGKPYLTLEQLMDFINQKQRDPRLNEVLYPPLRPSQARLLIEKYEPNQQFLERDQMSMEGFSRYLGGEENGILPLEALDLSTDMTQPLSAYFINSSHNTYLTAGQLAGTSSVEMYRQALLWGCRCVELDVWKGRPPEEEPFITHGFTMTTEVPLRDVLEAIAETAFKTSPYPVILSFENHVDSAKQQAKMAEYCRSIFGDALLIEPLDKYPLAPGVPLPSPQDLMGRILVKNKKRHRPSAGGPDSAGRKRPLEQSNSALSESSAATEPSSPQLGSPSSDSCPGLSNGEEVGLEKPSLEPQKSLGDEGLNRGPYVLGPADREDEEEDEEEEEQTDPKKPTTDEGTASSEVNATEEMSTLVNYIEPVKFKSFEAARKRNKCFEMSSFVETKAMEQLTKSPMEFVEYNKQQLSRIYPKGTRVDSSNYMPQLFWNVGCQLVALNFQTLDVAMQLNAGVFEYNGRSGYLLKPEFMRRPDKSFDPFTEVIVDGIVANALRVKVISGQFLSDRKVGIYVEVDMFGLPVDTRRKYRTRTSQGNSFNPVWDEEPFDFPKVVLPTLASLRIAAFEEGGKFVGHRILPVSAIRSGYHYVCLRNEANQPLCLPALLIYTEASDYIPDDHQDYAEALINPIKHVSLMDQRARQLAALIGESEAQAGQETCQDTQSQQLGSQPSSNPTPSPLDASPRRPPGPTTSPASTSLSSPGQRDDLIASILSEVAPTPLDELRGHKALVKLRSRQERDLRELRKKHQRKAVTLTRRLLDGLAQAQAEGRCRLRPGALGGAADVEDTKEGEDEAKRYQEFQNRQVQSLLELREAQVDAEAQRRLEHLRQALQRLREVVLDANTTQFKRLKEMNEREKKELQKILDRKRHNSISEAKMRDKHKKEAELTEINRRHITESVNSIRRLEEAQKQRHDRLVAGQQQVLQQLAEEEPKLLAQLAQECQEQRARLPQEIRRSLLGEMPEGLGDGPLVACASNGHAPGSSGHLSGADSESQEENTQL
* marks the source's active call; other numbers are inactive results; / = no result given.

molecule	Rev-erbA mod	SMARCA2 activ	MBD2 DNA inh	PLCg1 inh	ssDAF-12 act	DAX1 inh-1	hgDAF12 agonist	DAX1 inh-2	ADAM17 inh	hcDAF-12 act	PLC-beta3 inh
CS(=O)(=O)N(CC(=O)N1CCCC1)c1cccc(Cl)c1Cl	-4	-1	1	-1	-1.0	-0.3	-1.4	0.7	-5	-1.4	-1
Cc1cccc(C)c1NC(=O)Cn1nnc(-c2ccncc2)n1	-6	-2	-5	-2	-2.1	0.5	0.9	/	-4	-1.6	0
COc1ccc(-n2nc(C(=O)NCC(=O)N3CCN(Cc4ccccc4)CC3)c3ccccc3c2=O)c(OC)c1	-6	-2	-3	-9	-1.3	-0.3	-1.0	-0.8	-2	-2.6	-12
COCCNC(=O)c1ccc(N2CC3CC(C2)c2cccc(=O)n2C3)c(NC(=O)c2ccccc2Br)c1 (stereo not given)	-5	-1	-3	-4	-1.5	0.6	-0.9	0.5	-4	-0.6	0
O=C(/C=C/c1ccco1)c1ccccc1O	-2	2	-2	-15	-1.0	0.1	5.2	0.5	-3	-1.0	-16
Cc1ccc(CC(=O)Nc2ccc(OC(F)F)c(Cl)c2)cc1C	0	-1	-3	2	-1.6	0.2	-0.7	-2.2	5	-2.0	3
C=CCNc1nnc(SCC(=O)Nc2ccccc2OC)c2ccccc12	-2	-1	-9	-52	-0.9	-0.3	-2.0	-2.5	-25	-1.8	-85
Cc1cccc(Nc2nc(NCC3CCCO3)nc(N)c2[N+](=O)[O-])c1 (stereo not given)	1	5	-6	1	-1.3	-0.4	-2.0	-0.1	0	1.6	1
CCOC(=O)C1CCCN(C(=O)c2ccncc2)CC1 (stereo not given)	-2	-2	4	2	-1.7	0.8	1.7	/	-1	-0.6	2
Cc1c(C)n(O)c2ccc3nonc3c12	0	0	-7	-52	-1.5	0.3	2.3	-0.7	-10	-0.1	-70
N#C/C(=C/c1ccco1)c1nc2ccccc2s1	-1	18*	4	-27	4.0*	4.8*	16*	1.7	-1	20*	-25
O=c1cc(CN2CCN(Cc3ccccc3)CC2)c2cc3c(cc2o1)CCC3	4	-4	3	-6	-0.9	0.5	-0.9	1.2	-6	-0.2	-18
COc1ccccc1C(CNc1ncccc1[N+](=O)[O-])N(C)C (stereo not given)	0	-1	-3	-4	-1.2	-0.3	0.5	-1.2	-6	0.5	-14
CCCN(C(=O)Cn1c(C(F)(F)F)nc2ccccc21)C1CCS(=O)(=O)C1 (stereo not given)	-2	-2	4	7	-0.1	0.8	-1.4	0.2	1	-0.7	0
N#Cc1ccc(CSc2ccc(S(=O)(=O)N3CCCC3)cn2)cc1	-2	0	-3	2	-1.4	-2.0	-0.4	-0.2	4	-2.1	-4
N/C(=N\OC(=O)CC1CCCCC1)c1ccc(Br)cc1	1	1	3	0	-0.8	0.3	3.2	0.4	-3	2.3	-6
COc1ccc(NC(=O)CSc2nnc3ccc(-c4cccnc4)nn23)cc1OC	-7	0	-1	-1	-0.5	-3.3	3.2	1.4	1	-0.3	-7
COc1ccc(S(=O)(=O)N2CCN(CCCOc3ccc(F)cc3)CC2)cc1OC	1	-3	2	3	-1.2	-0.3	-1.6	-2.1	2	-3.3	-5
CN(C(=O)COC(=O)CCC(=O)c1ccc(Cl)cc1)c1c(N)n(Cc2ccccc2)c(=O)[nH]c1=O	2	0	1	1	-0.3	-0.8	2.8	-1.8	-3	0.9	0
CC(=O)Nc1ccc(S(=O)(=O)N2CCC(N3CCCCCC3)CC2)cc1	-1	-1	2	-1	-0.7	0.5	-2.7	0.1	-6	-0.6	-3
Cc1ccc(C(=O)Nc2ccc3c(c2)C(=O)NC3=O)cc1	0	-2	0	-75	-1.7	0.1	2.5	1.3	-34	-1.7	-95
COc1ccc(C(O)(CC(C)C)C(CN2CCOCC2)c2ccccc2)cc1 (stereo not given)	4	-4	1	-1	-1.2	-0.4	0.3	-1.0	-1	-0.5	0
NS(=O)(=O)c1cc(C(=O)NC2CCSc3ccccc32)ccc1Cl (stereo not given)	-15	0	96*	-1	-1.0	0.3	-2.3	1.3	-1	-1.3	-9
O=C(Nc1ccc2nc(-c3cccnc3)[nH]c2c1)c1ccco1	-4	-1	1	-8	-1.0	0.0	0.5	-1.2	-4	-2.0	-10
CCOC(=O)c1ccc(NC(=O)c2nc[nH]c2C(=O)NCCNC(=O)c2[nH]cnc2C(=O)Nc2ccc(C(=O)OCC)cc2)cc1	-12	-1	-2	3	-0.8	0.5	1.5	-0.6	8	2.7	4

Arranged by the number under DAX1 inh-2 (falling): some entries from above
Molecule | Rev-erbA mod | SMARCA2 activ | MBD2 DNA inh | PLCg1 inh | ssDAF-12 act | DAX1 inh-1 | DAX1 inh-2 | ADAM17 inh | hcDAF-12 act | PLC-beta3 inh
N#C/C(=C/c1ccco1)c1nc2ccccc2s1 | -1 | 18* | 4 | -27 | 4.0* | 4.8* | 1.7 | -1 | 20* | -25
CCOC(=O)c1ccc(NC(=O)c2nc[nH]c2C(=O)NCCNC(=O)c2[nH]cnc2C(=O)Nc2ccc(C(=O)OCC)cc2)cc1 | -12 | -1 | -2 | 3 | -0.8 | 0.5 | -0.6 | 8 | 2.7 | 4
CN(C(=O)COC(=O)CCC(=O)c1ccc(Cl)cc1)c1c(N)n(Cc2ccccc2)c(=O)[nH]c1=O | 2 | 0 | 1 | 1 | -0.3 | -0.8 | -1.8 | -3 | 0.9 | 0
Cc1ccc(CC(=O)Nc2ccc(OC(F)F)c(Cl)c2)cc1C | 0 | -1 | -3 | 2 | -1.6 | 0.2 | -2.2 | 5 | -2.0 | 3

Back to the main list, repeating the two entries before the break.
molecule	Rev-erbA mod	SMARCA2 activ	MBD2 DNA inh	PLCg1 inh	ssDAF-12 act	DAX1 inh-1	hgDAF12 agonist	DAX1 inh-2	ADAM17 inh	hcDAF-12 act	PLC-beta3 inh
O=C(Nc1ccc2nc(-c3cccnc3)[nH]c2c1)c1ccco1	-4	-1	1	-8	-1.0	0.0	0.5	-1.2	-4	-2.0	-10
CCOC(=O)c1ccc(NC(=O)c2nc[nH]c2C(=O)NCCNC(=O)c2[nH]cnc2C(=O)Nc2ccc(C(=O)OCC)cc2)cc1	-12	-1	-2	3	-0.8	0.5	1.5	-0.6	8	2.7	4
C#CC(CC)(CC)NC(=O)/C=C/C(=O)O	5	-1	0	0	-1.4	1.1	1.7	1.6	-3	-1.3	-6
[O-]c1c[n+](-c2ccccc2)no1	-1	-2	-2	-2	-0.4	0.5	-0.6	1.4	-2	-0.6	-5
C/C(=N\NC(=O)Cn1ccc(C(F)(F)F)n1)c1ccco1	1	0	-6	3	-0.9	-0.4	-1.5	0.2	2	-0.7	4
c1coc(CNCc2cccs2)c1	-1	-3	-2	3	-0.8	-0.6	-1.9	-0.1	-1	-0.6	0
COc1ccccc1NC(=O)C1(c2ccccc2)CCCC1	/	1	-2	0	-1.6	0.5	-2.1	-0.8	-2	-1.0	-5
COc1cccc(-c2cc(C(=O)NC3CCCCC3)no2)c1	-6	1	-6	0	-0.6	1.1	5.7	2.1	2	2.4	-3
CCc1noc(C)c1C(=O)Nc1nc2c(C)cc(C)cc2s1	2	-2	8	-15	-1.6	-2.2	-2.6	-0.5	-1	-3.1	-19
CCOC(=O)[C@@]12CCCC3=C1N(CCC3)C(=O)[C@H]2CC(=O)NCCC(C)C	5	-2	1	1	-1.7	-1.0	1.2	/	-5	-0.8	-1
CCCCn1cc2c(c1-c1cccc(C)c1)c(=O)n(C)c(=O)n2C	-3	-5	4	-13	-0.7	-0.1	-2.6	-1.0	-4	-1.6	-29
O=C(CSc1ncnc2ccccc12)c1cccs1	-2	5	-8	-6	2.4*	1.3	19*	1.4	-6	16*	-15
Oc1ccc2ccccc2c1CNn1cnnc1	1	0	0	-15	-1.0	0.9	1.6	0.0	-28	0.8	-11
COc1ccccc1NC(=S)NNC(=O)c1ccncc1	2	4	9	-6	-1.1	-0.1	3.6	-0.9	1	-0.8	-6
Cc1c(C(=O)OCC(=O)NC2CCCCC2)oc2ccccc12	5	-1	1	4	-1.4	0.1	1.9	-0.1	-6	-2.3	0
CCCCCN1CCCCC(NC(=O)c2ccc3ccccc3c2)C1=O (stereo not given)	0	-2	-8	2	-1.2	0.5	1.6	/	1	-1.4	6
O=c1[nH]nc(-c2ccc(F)cc2)cc1-c1ccccc1	12	-2	-2	0	-1.5	0.0	-3.2	-1.0	-8	-2.0	-12
O=C(NN1C(=O)C2C3C=CC(C4CC34)C2C1=O)c1cccc(Br)c1 (stereo not given)	-2	-2	3	1	-2.1	-0.5	1.2	-0.7	-5	-1.5	0
O=C(COC(=O)c1cccc(S(=O)(=O)N2CCCCCC2)c1)Nc1ccccc1	-2	0	1	1	-1.2	0.4	-1.9	-1.3	3	-0.3	2
COc1ccccc1NC(=O)CN1CCN(CC(=O)Nc2ccc(F)cc2F)CC1	1	8	3	-3	-0.8	-0.2	0.5	0.4	-7	1.1	-3
NC(=O)COc1ccc(/C=N/NC(=O)C2CCCN2S(=O)(=O)c2ccc(Cl)cc2)cc1 (stereo not given)	-6	1	-5	0	-0.7	0.3	-0.4	0.2	-3	-0.1	-2
CCCCn1c(-c2ccc([N+](=O)[O-])cc2)n[nH]c1=S	1	0	-5	3	-1.0	0.2	0.0	-0.8	3	-0.5	2
COc1cc(NC(=O)CSc2nnc(-c3cc(C)on3)o2)cc(OC)c1	4	-2	3	-1	-0.8	0.1	2.8	-0.5	-3	-0.1	-9

Rows were taken by chance; overall some 7.4% were active at least once.
